JMJD2C inh: human JMJD2C demethylase inhibition | inhibition, % at 2.35 µM | GST-JMJD2C(1-420) H3K9me3 demethylation, DELFIA europium | actives 0.069% (n = 330,000) | AID 2099;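 active = more than half of a compound's replicate wells show inhibition beyond 50%, single wells judged on their own value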;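 also: signal counts dimethyl H3K9 product captured on neutravidin plate; 0% = median of DMSO wells and 100% = 0.3 times that DMSO median; strong numbers were not always called active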
PP1 inh: PP1-alpha (human) inhibition in PP5 counter-screen | purified PP1alpha, OMFP fluorescence | inhibition, % at 6.7 µM | actives 0.9% (n = 320,000) | AID 2235;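 active = inhibition above the mean inhibition of all tested compounds plus 3 SD, computed separately for each screening campaign, cut at about 15% in these data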
proCasp3 act: activators of human procaspase-3 | P42574 | recombinant procaspase-3 D3A, Ac-DEVD-pNA absorbance 405 nm | activation, % at 8.5 µM | actives 0.11% (n = 330,000);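 active = activation above the mean of all tested compounds plus 3 SD, cut at about 21% in these data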;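 also: 0% = DMSO alone and 100% = DMSO wells spiked with extra 5 µM PC-3 D3A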
Target sequence (P42574 whole entry D9A/D28A/D175A): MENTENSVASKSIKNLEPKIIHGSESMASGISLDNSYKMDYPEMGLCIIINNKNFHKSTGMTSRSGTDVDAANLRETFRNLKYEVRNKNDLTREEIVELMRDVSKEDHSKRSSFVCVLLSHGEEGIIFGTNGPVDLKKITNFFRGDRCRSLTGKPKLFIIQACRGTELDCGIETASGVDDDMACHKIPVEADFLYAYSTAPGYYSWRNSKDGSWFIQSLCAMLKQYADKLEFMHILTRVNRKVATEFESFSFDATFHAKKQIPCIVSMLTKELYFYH
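Test system: Procaspase-3 D3A mutant; medium: Zinc-free HEPES/NaCl buffer with 0.01% Triton X-100 at pH 7.4; reagent: DEVD-pNA substrate; doses: one concentration, 8.5 µM nominal, 0.8% DMSO; times: 1 h preincubation plus 2 h reaction at 25 °C; signal: Epi-absorbance at 405 nm of released p-nitroaniline, 0 and 120 min; replicates: singlicate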
TPT1 inh: C. albicans TPT1 enzyme inhibition; recombinant caTPT1, FP RNA substrate dephosphorylation; inhibition, % at 5 µM; AID 1962; actives 0.81% (n = 300,000);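 active = inhibition above the mean of all tested compounds plus 3 SD, set per screening campaign, cut at about 24% in these data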;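 also: plate controls were DMSO alone for no effect and ferristatin control at 100 nM for full effect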
core dimer inh: blocks dimerization of HCV core protein; inhibition, % at 5 µM; TR-FRET GST/Flag-core106 dimerization, 1536-well; AID 1899; actives 0.33% (n = 300,000);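 active = inhibition above the mean of all tested compounds plus 3 SD, set per screening campaign, cut at about 45% in these data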
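test system = GST/Flag-tagged HCV core106 proteins | probe or stimulus = Eu donor and XL665 acceptor anti-tag antibodies | times = compound-protein-antibody incubation 4 h at 22.5 °C | signal = TR-FRET, excitation 340 nm, emission 617 and 671 nm | measure = percent inhibition of core106 dimerization signal | controls = wells lacking GST-core106 and wells with excess unlabelled core106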
PP5 inh: blocks human protein phosphatase 5 activity; P53041; actives 0.18% (n = 320,000); purified PP5c, OMFP substrate fluorescence; inhibition, % at 6.7 µM;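 active = inhibition above the campaign's mean inhibition across all tested compounds plus 3 SD, cut at about 9.5% in these data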;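 also: 0% = DMSO only and 100% = 100 µM cantharidin control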
Target sequence (P53041 whole entry, looked up): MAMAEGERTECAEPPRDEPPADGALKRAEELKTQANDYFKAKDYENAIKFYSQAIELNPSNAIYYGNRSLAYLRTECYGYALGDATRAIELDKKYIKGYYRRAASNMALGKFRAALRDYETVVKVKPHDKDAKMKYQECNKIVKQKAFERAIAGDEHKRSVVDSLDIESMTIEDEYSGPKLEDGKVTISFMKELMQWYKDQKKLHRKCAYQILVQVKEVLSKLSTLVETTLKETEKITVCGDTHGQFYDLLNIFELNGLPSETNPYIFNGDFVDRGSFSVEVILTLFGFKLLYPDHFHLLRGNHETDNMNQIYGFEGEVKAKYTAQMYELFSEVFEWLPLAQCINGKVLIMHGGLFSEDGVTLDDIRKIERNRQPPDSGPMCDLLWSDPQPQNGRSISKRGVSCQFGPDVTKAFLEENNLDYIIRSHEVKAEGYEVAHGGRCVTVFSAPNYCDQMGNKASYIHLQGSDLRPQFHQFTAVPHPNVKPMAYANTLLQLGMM
proCasp7 act: activates human procaspase-7, counter-screen for procaspase-3 activators; recombinant procaspase-7, Ac-DEVD-pNA absorbance 405 nm; D23A/D198A/D206A triple mutant, cannot self-cleave; scale: DMSO 0, 5 µM enzyme 100; activation, % at 8.5 µM; actives 0.093% (n = 330,000);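 active = percent activation above the screen-wide mean plus 3 SD, cut at about 25% in these data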
Target sequence (P55210 whole entry D23A/D198A/D206A): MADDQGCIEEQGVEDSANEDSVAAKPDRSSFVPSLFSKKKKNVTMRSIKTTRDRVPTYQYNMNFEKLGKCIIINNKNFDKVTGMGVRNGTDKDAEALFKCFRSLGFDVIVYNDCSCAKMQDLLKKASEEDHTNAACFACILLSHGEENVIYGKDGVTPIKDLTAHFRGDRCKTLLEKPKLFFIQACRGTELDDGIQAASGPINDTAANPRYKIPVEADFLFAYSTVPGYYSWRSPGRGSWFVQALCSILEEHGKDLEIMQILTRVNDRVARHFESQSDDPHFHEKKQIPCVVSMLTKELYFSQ
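Assay system – Uncleavable procaspase-7 mutant enzyme · Quantity – 2 µM procaspase-7 mutant as dispensed · Times – 1 h preincubation, 2 h reaction · Dosing – single nominal 8.5 µM compound dose, 0.8% DMSO final · Buffer or medium – Zinc-free 50 mM HEPES buffer, pH 7.4, with NaCl and Triton X-100 · Detection – Epi-absorbance of released pNA at 405 nm, two timepoints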
Efflux pump mplx: blocks antifungal efflux pumps in multiplex yeast assay; S. cerevisiae Candida pump triplex, Nile Red efflux; actives 0.44% (n = 330,000); inhibition, % at 10 µM;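 active = plate passing quality check with inhibition over a set limit, or well fluorescence over plate mean plus 4 SD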;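 also: Nile Red retained in pooled yeast measured as flow cytometry median fluorescence; 0% = buffer negative control and 100% = Enniatin B positive control; higher means more Nile Red kept so more efflux inhibition; some compounds called inactive have numbers as strong as hits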
Fh CTSL1 inh: blocks F. hepatica cathepsin L1 in PFM18AAP counter-screen; AID 1906; recombinant F. hepatica cathepsin L1, Z-Leu-Arg-MCA fluorescence; actives 0.49% (n = 300,000); inhibition, % at 5.96 µM;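 active = inhibition above the mean of all tested compounds plus 3 SD, set per screening campaign, cut at about 17% in these data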;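 also: 0% = plate median of test compound wells and 100% = 1 µM Z-Phe-Ala-diazomethylketone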
Numbers without * were called inactive.

Screening O=C(CCCCCn1c(=S)[nH]c2cc3c(cc2c1=O)OCO3)N1CCN(C(=O)c2ccco2)CC1 returned JMJD2C inh -13, PP1 inh 5, proCasp3 act 3, TPT1 inh -3, core dimer inh 8, PP5 inh 1.1, proCasp7 act -11, Efflux pump mplx 0.1 and Fh CTSL1 inh -1.
For N#Cc1cc(O)c(-n2nnc3ccccc32)cc1C#N the results were JMJD2C inh -9, PP1 inh -4, proCasp3 act 3, TPT1 inh 5, core dimer inh 0, PP5 inh 0.4, proCasp7 act -5, Efflux pump mplx 0.9 and Fh CTSL1 inh 7.
O=C(Cc1ccc([N+](=O)[O-])cc1)N1CCN=C1SCc1ccccc1 was read as JMJD2C inh 3, PP1 inh 1, proCasp3 act 2, TPT1 inh 2, core dimer inh -2, PP5 inh 2.4, proCasp7 act 13, Efflux pump mplx 0.2 and Fh CTSL1 inh -1.
`COc1ccc2nc(NC(=O)CN3CCOCC3)sc2c1` gave JMJD2C inh -15, PP1 inh -1, proCasp3 act 2, TPT1 inh -2, core dimer inh -4, PP5 inh -1.7, proCasp7 act 10, Efflux pump mplx -0.1 and Fh CTSL1 inh 1.
`COC(=O)[C@@H]1CCCN1Cc1nc(Cc2ccccc2F)no1` gave JMJD2C inh -7, PP1 inh -2, proCasp3 act 3, TPT1 inh 0, core dimer inh 7, PP5 inh 0.5, proCasp7 act -3, Efflux pump mplx 0.2 and Fh CTSL1 inh 2.
`COc1ccc(OC)c(CCNC(=O)Cn2ccc3cc(S(=O)(=O)N4CCCC4)ccc32)c1` gave JMJD2C inh 0, PP1 inh -1, proCasp3 act 6, TPT1 inh 1, core dimer inh 2, PP5 inh 1.1, proCasp7 act 1, Efflux pump mplx 0.0 and Fh CTSL1 inh -4.
For CC(OC(=O)c1ccc2ncsc2c1)C(=O)N1CCCC1 (configuration not stated) the results were JMJD2C inh 10, PP1 inh 0, proCasp3 act -4, TPT1 inh -2, core dimer inh -1, PP5 inh 0.6, proCasp7 act -6, Efflux pump mplx -0.1 and Fh CTSL1 inh -2.
For CC(C)N1C(=O)S/C(=C/c2cccnc2)C1=O the results were JMJD2C inh -22, PP1 inh -2, proCasp3 act 1, TPT1 inh -2, core dimer inh 1, PP5 inh 1.7, proCasp7 act -7, Efflux pump mplx 0.0 and Fh CTSL1 inh -2.
For COc1nc(N/N=C/c2ccc(-c3ccccc3[N+](=O)[O-])o2)nc(N2CCOCC2)n1 the results were JMJD2C inh -12, PP1 inh 0, proCasp3 act -6, TPT1 inh 3, core dimer inh -14, PP5 inh 2.8, proCasp7 act -5, Efflux pump mplx 16* and Fh CTSL1 inh 5.
`Nc1c(S(=O)(=O)c2ccccc2)c2nc3ccccc3nc2n1/N=C/c1cccc(O)c1` gave JMJD2C inh -2, PP1 inh -4, proCasp3 act 6, TPT1 inh -2, core dimer inh 29, PP5 inh 3.1, proCasp7 act 13, Efflux pump mplx 0.0 and Fh CTSL1 inh 2.
CC(=O)Nc1ccc(NC(=O)C2CCCN2C(=O)Nc2ccc(F)cc2)cc1 (configuration not stated) was read as JMJD2C inh -8, PP1 inh -5, proCasp3 act 2, TPT1 inh -1, core dimer inh 0, PP5 inh 2.5, proCasp7 act 2, Efflux pump mplx 0.2 and Fh CTSL1 inh -6.
Cc1ccc(NC(=S)NCc2ccco2)c(C)c1 was read as JMJD2C inh -2, PP1 inh 1, proCasp3 act 0, TPT1 inh 4, core dimer inh -3, PP5 inh 2.9, proCasp7 act -3, Efflux pump mplx 0.2 and Fh CTSL1 inh 0.
Fc1cccc(CN2CCCCCCC2)c1 was read as JMJD2C inh 0, PP1 inh -1, proCasp3 act -3, TPT1 inh 20, core dimer inh -6, PP5 inh 3.2, proCasp7 act 9, Efflux pump mplx 0.0 and Fh CTSL1 inh 2.
For CN(Cc1ccccc1)C(=O)c1nc[nH]c1C(=O)N1CCN(C(=O)OC(C)(C)C)CC1 the results were JMJD2C inh 4, PP1 inh -4, proCasp3 act 3, PP5 inh -0.6, proCasp7 act 10 and Efflux pump mplx 0.1.
COc1ccc(/C=C/C(=O)Nc2ccc(OC)cc2[N+](=O)[O-])cc1 was read as JMJD2C inh -25, PP1 inh 0, proCasp3 act -7, TPT1 inh 3, core dimer inh 8, PP5 inh -1.0, proCasp7 act -1, Efflux pump mplx -0.2 and Fh CTSL1 inh 3.
`CCNC(=O)CSc1nc2cc(S(=O)(=O)Nc3ccc(OC)cc3)ccc2o1` gave JMJD2C inh -31, PP1 inh -2, proCasp3 act 5, TPT1 inh 1, core dimer inh 6, PP5 inh 1.9, proCasp7 act 5, Efflux pump mplx -0.4 and Fh CTSL1 inh -4.
Screening CCOc1ccc(-c2ccc(SCC(=O)Nc3nnc(CC)s3)nn2)cc1 returned PP1 inh 2, proCasp3 act 0, TPT1 inh -4, core dimer inh 2, PP5 inh -3.6, proCasp7 act 3, Efflux pump mplx 0.1 and Fh CTSL1 inh 7.
`COc1ccc(-n2c(SC)nnc2-c2c[nH]c3ccccc23)cc1` gave JMJD2C inh -2, PP1 inh 1, proCasp3 act 4, TPT1 inh -1, core dimer inh -3, PP5 inh -3.1, proCasp7 act -4, Efflux pump mplx -0.1 and Fh CTSL1 inh -3.
`O=C(NCCc1c[nH]c2ccccc12)C(=O)NCC1OCCCN1S(=O)(=O)c1ccc(F)cc1` (configuration not stated) gave JMJD2C inh -6, PP1 inh 3, proCasp3 act -6, TPT1 inh 0, core dimer inh -2, PP5 inh 1.6, proCasp7 act -2, Efflux pump mplx 0.6 and Fh CTSL1 inh 1.
`COc1cc2c(cc1OC)C1=CC(=O)C(=O)N1C(C)(C)C2` gave JMJD2C inh 6, PP1 inh -2, proCasp3 act 1, TPT1 inh -23, core dimer inh -7, PP5 inh -0.8, proCasp7 act 1, Efflux pump mplx 0.0 and Fh CTSL1 inh 4.
For CNCCCOc1ccc(C)cc1OC the results were JMJD2C inh -5, PP1 inh 2, proCasp3 act 1, TPT1 inh 0, core dimer inh 12, PP5 inh -0.8, proCasp7 act -6, Efflux pump mplx 0.0 and Fh CTSL1 inh 2.
For O=C(Cn1cnc2c(nnn2-c2cccc(F)c2)c1=O)Nc1ccc2c(c1)OCCO2 the results were JMJD2C inh 5, PP1 inh -3, proCasp3 act 1, TPT1 inh -1, core dimer inh 14, PP5 inh -0.7, proCasp7 act 9, Efflux pump mplx -0.2 and Fh CTSL1 inh 10.
Screening CC(c1cccs1)N(Cc1ccco1)C(=S)Nc1ccccc1Cl (configuration not stated) returned JMJD2C inh 2, PP1 inh -5, proCasp3 act -5, TPT1 inh 0, core dimer inh 0, PP5 inh 1.3, proCasp7 act 4, Efflux pump mplx 0.5 and Fh CTSL1 inh 3.
For CCC(O)(CC)C(=O)NN(C(=O)Nc1csc2c1CCCC2)c1ccccc1 the results were JMJD2C inh 6, PP1 inh -2, proCasp3 act 2, TPT1 inh -1, core dimer inh 9, PP5 inh 1.9, proCasp7 act 4, Efflux pump mplx 1.3 and Fh CTSL1 inh 3.
`CC(C)(C)c1oc(C(=O)O)cc1CN1CCOCC1` gave JMJD2C inh -5, PP1 inh 2, proCasp3 act 5, TPT1 inh 0, core dimer inh -1, PP5 inh 0.8, proCasp7 act -1, Efflux pump mplx 0.0 and Fh CTSL1 inh 3.
For Cc1cc(NC(=O)CSc2nc3c(C)cccc3cc2C#N)no1 the results were JMJD2C inh 4, PP1 inh 1, proCasp3 act -5, TPT1 inh 14, core dimer inh -1, PP5 inh 0.1, proCasp7 act -4, Efflux pump mplx -0.1 and Fh CTSL1 inh 3.
Screening Cc1cc(/C=C2\Cc3ccccc3C2=O)c(C)n1-c1ccccc1 returned JMJD2C inh -10, PP1 inh 11, proCasp3 act 4, TPT1 inh 17, core dimer inh 34, PP5 inh 1.1, proCasp7 act -18, Efflux pump mplx 0.5 and Fh CTSL1 inh 1.
`Cc1ccc(-c2nc(C)sc2CC(=O)Nc2cccc(C)c2C)cc1` gave JMJD2C inh -1, PP1 inh -3, proCasp3 act -4, TPT1 inh 0, core dimer inh -2, PP5 inh -0.5, proCasp7 act 16, Efflux pump mplx 0.0 and Fh CTSL1 inh -2.
For Cc1nn(C)cc1/C=C(/C#N)C(N)=O the results were JMJD2C inh -5, PP1 inh -2, proCasp3 act 3, TPT1 inh -1, core dimer inh -15, PP5 inh 0.8, proCasp7 act -4, Efflux pump mplx 0.4 and Fh CTSL1 inh 3.
Cc1ccc(C)c(S(=O)(=O)N2CCCC2CNC(=O)C(=O)NCCc2ccccc2)c1 (configuration not stated) was read as JMJD2C inh -3, PP1 inh -6, proCasp3 act 1, TPT1 inh -2, core dimer inh 7, PP5 inh 0.1, proCasp7 act -4, Efflux pump mplx -0.1 and Fh CTSL1 inh -3.
Screening CCCCCc1nnc(NC(=O)c2ccc(=O)n(C)n2)s1 returned JMJD2C inh -16, PP1 inh -6, proCasp3 act 2, TPT1 inh -1, core dimer inh 1, PP5 inh -1.5, proCasp7 act 10, Efflux pump mplx -0.2 and Fh CTSL1 inh -3.
`COc1cc2nc(Cl)nc(N3CCOCC3)c2cc1OC` gave JMJD2C inh 4, PP1 inh -5, proCasp3 act 1, TPT1 inh 2, core dimer inh 3, PP5 inh -1.4, proCasp7 act -1, Efflux pump mplx 0.0 and Fh CTSL1 inh 1.
Cc1ccc(N2C(=O)C3C4CC(=O)C(c5ccccc54)C3C2=O)cc1C (configuration not stated) was read as JMJD2C inh -7, PP1 inh -2, proCasp3 act -6, TPT1 inh -4, core dimer inh -1, PP5 inh -1.2, proCasp7 act 1, Efflux pump mplx -0.1 and Fh CTSL1 inh -4.
COc1ccc(C(=O)OCC(=O)NCCN2C(=O)CSC2=O)cc1[N+](=O)[O-] was read as JMJD2C inh 2, proCasp3 act 3, proCasp7 act 1 and Efflux pump mplx -0.1.
Screening CC(C)(C)NC(=O)C1Cc2ccccc2CN1C(=O)Nc1ccccc1Cl (configuration not stated) returned JMJD2C inh 0, PP1 inh -3, proCasp3 act 1, TPT1 inh -4, core dimer inh 4, PP5 inh -0.8, proCasp7 act 4, Efflux pump mplx 0.0 and Fh CTSL1 inh 1.
For CC(C)[C@H](NC(=O)[C@@H]1Cc2c([nH]c3ccccc23)C2c3ccccc3C(=O)N21)C(=O)N1CCC[C@@H]1C(=O)O (some centres not stated) the results were PP1 inh -6, proCasp3 act 13, TPT1 inh -3, core dimer inh 3, PP5 inh 1.8, proCasp7 act 1, Efflux pump mplx -0.1 and Fh CTSL1 inh -9.
Screening CC(C)N1CSC(=S)N(Cc2ccccc2)C1 returned JMJD2C inh -6, PP1 inh 0, proCasp3 act 6, TPT1 inh -3, core dimer inh -5, PP5 inh 2.0, proCasp7 act -3, Efflux pump mplx -0.1 and Fh CTSL1 inh -3.

Bioassay records: PubChem BioAssay, several laboratories
